Assay outcomes (PubChem BioAssay)
Coupling enz: inhibits coupling enzyme system, counter-screen for aldolase hits. coupling enzyme system counterscreen, AmpLite Red fluorescence. AID 2472. actives 0.67% (n = 290,000). activity change, negative = inhibition, % at 58.2 µM, hits read low; in the data active = activity change below about -30%; also: % is scaled to controls: 0 for no effect and ±100 for the full control effect
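First, compound is pin-transferred into glyceraldehyde-3-phosphate coupling-enzyme reagent at 57.5 uM final and held 10 min at RT. Next, substrate, coupling system and AmpLite Red are added. After 20 min RT, fluorescence (525/598 nm) is read.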
KCNH2 3.1 block: KCNH2 3.1 (human) potassium channel inhibition | U2OS KCNH2 3.1, thallium flux FluxOr; active compounds read low | activity change, % (tested at about 1.8 µM) | actives 0.95% (n = 340,000) | AID 720553;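 active = maximum activity change below -70%; inconclusive = maximum activity change from -70% to -50%; inactive = maximum activity change above -50%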;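 also: thallium influx rate constant from kinetic fluorescence after stimulation buffer; % is scaled to controls: 0 for no effect and ±100 for the full control effect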
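Normalized rate constant (relative to positive and negative DMSO controls) derived from a 2 min kinetic fluorescence read after stimulation; U2OS cells expressing the 3.1 isoform via virus at 1.77 x 10^8 /mL.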
NPC1 promoter act: activates the NPC1 promoter | Potency, µM (top dose mostly 9.22 µM), without a hit: top-dose activation, usual class: activators | actives 2.4% (n = 320,000) | Huh7 NPC1 promoter luciferase reporter, 24 h | AID 485313;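 also: potency is read from the fitted curve at half-maximal effect; % of control where 0% means no effect; nearly all actives have a fitted effect of over 60% in size; reporter is driven by a mutant NPC1 promoter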
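Compounds in DMSO were transferred onto Huh7 NPC1-luciferase reporter cells pre-incubated 2 h; after 24 h at 37 °C, Amplite reagent was dispensed and luminescence recorded 10 min later.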
Giardia killer: kills Giardia lamblia; AID 540267; actives 0.15% (n = 340,000); activity change, % at 7.66 µM, hits read low; Giardia lamblia trophozoite viability; in the data active = activity change below about -80%; inconclusive = between about -30% and that limit;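 also: parasites exposed to compound for two days anaerobically before the ATP read; % is scaled to controls: 0 for no effect and ±100 for the full control effect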
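Killing of trophozoites was scored by loss of ATP luminescence after a 48 hrs anaerobic exposure to compounds at 37 deg C, using 100 cells per well.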
ELG1 genotox: genotoxicity induction in ELG1-luciferase HEK293T cells; Potency, µM (titrated, usually from 46 µM), inactives show at the highest dose activity change, positive = activation, actives largely listed as activators; actives 1.3% (n = 330,000); HEK293T ELG1-luciferase reporter, luminescence, 16 h; AID 504466; also: potency is read from the fitted curve at half-maximal effect; % of control where 0% means no effect; nearly all actives have a fitted effect of over 60% in size
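DMSO vehicle served as control against compound-treated ELG1-luciferase HEK293T cells; exposure lasted 16 hr at 37 °C and 5% CO2, followed by ONE-Glo luminescence detection after 30 min.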
RORg inh: inhibitors of mouse ROR gamma transcriptional activity. Potency, µM (doses to about 53.6 µM), inactives show at the highest dose activity change, negative = inhibition, actives largely listed as inhibitors. Drosophila S2 Gal4-RORgamma UAS-luciferase reporter, 20 h. AID 2551. actives 5.4% (n = 310,000); also: potency is read from the fitted curve at half-maximal effect; % is scaled to controls: 0 for no effect and ±100 for the full control effect; nearly all actives have a fitted effect of over 60% in size
Target sequence (P51450 whole entry, looked up, the tested form may be a part): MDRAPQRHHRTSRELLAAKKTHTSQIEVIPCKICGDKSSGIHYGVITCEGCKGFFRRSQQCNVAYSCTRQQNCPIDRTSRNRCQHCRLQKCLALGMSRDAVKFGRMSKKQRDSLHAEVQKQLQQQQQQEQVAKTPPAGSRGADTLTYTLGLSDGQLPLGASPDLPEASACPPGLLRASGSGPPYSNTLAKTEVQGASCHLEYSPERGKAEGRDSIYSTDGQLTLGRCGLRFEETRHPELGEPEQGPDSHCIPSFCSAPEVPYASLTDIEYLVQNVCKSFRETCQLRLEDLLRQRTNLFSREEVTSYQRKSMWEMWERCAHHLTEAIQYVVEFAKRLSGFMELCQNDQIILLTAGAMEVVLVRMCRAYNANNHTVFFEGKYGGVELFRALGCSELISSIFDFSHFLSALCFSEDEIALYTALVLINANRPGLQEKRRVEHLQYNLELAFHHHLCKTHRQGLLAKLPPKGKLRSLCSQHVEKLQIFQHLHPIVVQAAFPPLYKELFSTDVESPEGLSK
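Stably transfected Drosophila Schneider cells are the test system, with ROR gamma fused to Gal4 and luciferase under UAS control; luminescence is read after 20 hr of 700 uM copper sulfate induction at ambient temperature.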
Gal4-VP16 FLuc: Gal4-VP16 reporter inhibition counter-screen; Drosophila S2 Gal4-VP16 UAS-luciferase, luminescence, 20 h; Potency, µM (top dose mostly 53.6 µM), without a hit: at the highest dose activity, negative = inhibition, usual class: inhibitors; actives 3.5% (n = 310,000); AID 2546;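 also: Gal4-VP16 expression switched on by copper sulfate through the metallothionein promoter; potency is read from the fitted curve at half-maximal effect; % is scaled to controls: 0 for no effect and ±100 for the full control effect; nearly all actives have a fitted effect of over 50% in size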
uPA generation: blocks generation of uPA at the cell surface; cell surface uPA generation assay, qHTS; Potency, µM (series often up to 38.3 µM), for the others: at the top dose activity change, negative = inhibition, hits mostly inhibitors; actives 0.31% (n = 330,000); active = well fitted inhibition curve with a large enough effect; inconclusive = small, poorly fitted or top-dose-only effect; inactive = no such curve, though single readings can be large or run the other way; tested in mouse RAW 264.7 cells; also: potency is read from the fitted curve at half-maximal effect; % is scaled to controls: 0 for no effect and ±100 for the full control effect; nearly all actives have a fitted effect of over 55% in size
Tb PFK inh: blocks T. brucei phosphofructokinase; O15648; T. brucei PFK, ADP-Glo luminescence; Potency, µM (titrated, usually from 57.5 µM), for inactives: at the top dose activity, negative = inhibition, hits mostly inhibitors; actives 0.17% (n = 330,000);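 also: potency is read from the fitted curve at half-maximal effect; 0% = uninhibited 1x PFK enzyme wells and -100% = no-enzyme wells; nearly all actives have a fitted effect of over 60% in size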
Target sequence (O15648 whole entry, looked up): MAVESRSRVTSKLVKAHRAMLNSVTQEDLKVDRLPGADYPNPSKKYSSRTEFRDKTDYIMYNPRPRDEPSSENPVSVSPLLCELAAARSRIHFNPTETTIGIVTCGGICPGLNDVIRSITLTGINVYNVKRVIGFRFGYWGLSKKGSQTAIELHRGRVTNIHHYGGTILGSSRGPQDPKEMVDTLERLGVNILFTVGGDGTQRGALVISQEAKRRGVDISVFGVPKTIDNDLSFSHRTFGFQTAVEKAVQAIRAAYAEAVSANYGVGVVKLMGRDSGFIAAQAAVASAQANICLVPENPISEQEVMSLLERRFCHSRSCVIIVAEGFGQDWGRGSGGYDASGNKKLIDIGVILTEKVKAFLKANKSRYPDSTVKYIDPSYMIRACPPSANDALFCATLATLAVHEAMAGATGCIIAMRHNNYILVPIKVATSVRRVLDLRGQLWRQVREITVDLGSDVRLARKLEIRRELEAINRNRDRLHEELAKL
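Compounds were pin-transferred as a titration series up to 57 uM into substrate buffer (0.5 mM F6P, 0.1 mM ATP, pH 8.0), then 1.25 nM PFK was added and reactions ran 45 min before ADP-Glo detection.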
FLuc modulator: inhibits or activates purified firefly luciferase, miR-21 counter-screen. Potency, µM (series often up to 57.5 µM), inactives show at the top dose activity change, negative = inhibition, usual class: inhibitors. P08659. purified FLuc, Km substrates, luminescence inhibition. actives 6.9% (n = 360,000);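 also: potency is read from the fitted curve at half-maximal effect; plate controls were vehicle for no effect and reference inhibitor for full effect; nearly all actives have a fitted effect of over 55% in size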
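Biochemical qHTS of compounds, final roughly 60 µM downward over six points, against 10 nM purified firefly luciferase using Km concentrations of substrates (10 uM D-luciferin, 10 uM ATP) in Tris acetate pH 7.5 buffer; luminescence output.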
Rab9 promoter act: activates the Rab9 promoter | actives 2.8% (n = 320,000) | Potency, µM (doses to about 9.22 µM), for inactives: top-dose activation, negative = inhibition, actives largely listed as activators | Huh7 Rab9 promoter-luciferase reporter, luminescence, 24 h | AID 485297; also: potency is read from the fitted curve at half-maximal effect; % of control where 0% means no effect; nearly all actives have a fitted effect of over 60% in size
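Measured in stably transfected Huh7 cells bearing a Rab9 promoter–luciferase construct: 24 h compound treatment at 37 °C, followed by luminescence detection.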
* marks the source's active call; other numbers are inactive results; ? = inconclusive; nt = not tested or not shown; [ ] = another dose, or the depositor's remark. Unless noted, calls follow the shape of the dose curve; as a rule, active = well fitted curve in the direction sought with a large enough effect; inconclusive = small, poorly fitted or top-dose-only effect, or another doubt; inactive = no such curve, though single readings can be large; an effect the other way counts as inactive or inconclusive. Compounds as they come. Share with any hit: about 14%.

SMILES	Coupling enz	KCNH2 3.1 block	NPC1 promoter act	Giardia killer	ELG1 genotox	RORg inh	Gal4-VP16 FLuc	uPA generation	Tb PFK inh	FLuc modulator	Rab9 promoter act
COc1ccc(/C=N/NC(=O)CCC(=O)Nc2ccc(Br)cc2)c(OC)c1	9	-5	-4%	9	-4%	?	?	2%	1%	-11%	-4%
CC1CN(Cc2ccccc2)c2ccccc2NC1=S (stereo not given)	-12	-3	4%	-12	-2%	6%	-8%	5%	-1%	-4%	-7%
C=C1CCN([C@H](C(=O)NCc2ccc(OC)cc2)C(C)C)S(=O)(=O)c2ccccc21	-4	10	2%	-5	3%	?	3%	12%	-2%	-1%	2%
CN(C)S(=O)(=O)Nc1ccc(Oc2ccccc2)cc1	-1	0	-6%	13	-4%	36%	3%	10%	-8%	3%[2.3 µM]	2%
Cc1nn(Cc2c(F)c(F)c(F)c(F)c2F)c(C)c1NC(=O)c1c([N+](=O)[O-])cnn1C	0	0	1%	-17	0%	1%	-4%	nt	0%	1%	-10%
Cc1c(C(=O)NNC(=S)Nc2ccc(S(N)(=O)=O)cc2)oc2ccccc12	1	1	1%	?	1%	?	?	-4%	8%	?	4%
O=C(CSc1ccc(F)cc1)N1CCN(S(=O)(=O)c2ccccc2)CC1	4	2	4%	6	-5%	-5%	0%	0%	1%	0%	-2%
Cc1ccc(CNc2ccc(CNc3ncn[nH]3)cc2)cc1	1	-17	20%	-13	21%	22%	-2%	nt	-1%	?	26%
Cc1scc(-c2n[nH]c(=S)n2Cc2ccccc2)c1C	4	12	1%	-1	-3%	2.2µM*	11µM*	13%	3%	0%	-2%
CCN1CCN(C(=O)CCc2nnc(CCc3ccc(OC)cc3)o2)[C@@H](C)C1=O	nt	12	2%	-22	10%	18%	0%	-1%	3%	-16%	8%
CCOC(=O)c1cc(-c2ccc(OC)cc2)nn1-c1ccc(C(=O)O)cc1	-3	26	-2%	-7	7%	-11%	-13%	2%	-2%	-3%	24%
Cc1noc(C)c1S(=O)(=O)Nc1ccc2c(c1)C(=O)N([C@H](C)CO)C[C@H](C)[C@@H](CN(C)C(=O)NC(C)C)O2	nt	6	nt	1	-1%	nt	nt	8%	0%	nt	nt
O=C(O)CCNc1nc(C(F)(F)F)nc2ccccc12	7	8	1%	0	0%	13%	4%	-1%	0%	6%	-5%
Cc1cc(C)c(NC(=O)Cn2c(=O)n(Cc3ccco3)c(=O)c3ccccc32)c(C)c1	0	-6	0%	-4	5%	7%	-4%	3%	3%	-1%	-3%
O=C(NC1CCCCC1)C(c1ccncc1)N(C(=O)c1csnn1)c1cccc(F)c1 (stereo not given)	1	0	-8%	-12	0%	0%	-3%	11%	2%	-1%	-1%
Cc1nc(N2CCN(C(=O)c3cnccn3)CC2)c2c3c(sc2n1)CC(C(C)(C)C)CC3 (stereo not given)	-2	1	?	11	-1%	-14%	-6%	-2%	-3%	-1%	-1%
COc1ccccc1N(CC(=O)N1CCC(C(N)=O)CC1)S(=O)(=O)c1ccccc1	2	13	0%	2	17%	15%	-2%	11%	3%	1%	6%
COc1cc(C)c(S(=O)(=O)NCCCn2ccnc2)cc1C	2	7	-1%	7	-3%	nt	nt	14%	1%	-2%	2%
O=C(CNC(=O)COc1ccccc1)NCCN1CCOCC1	nt	-7	-2%	-15	3%	nt	nt	6%	-3%	3%	1%
CC(C)(C)C1CCC(=NNC(=O)c2ccco2)CC1 (stereo not given)	nt	-43	0%	10	?	-19%	-5%	-16%	-4%	-17%	1%
CSc1nc(-c2ccccc2)nc2c1COC(C)(C)C2	0	7	3%	-20	2%	21%	4%	-2%	2%	0%	5%
CN(CC(=O)Nc1ccc(Cl)c(Cl)c1)C(=O)C12CC3CC(CC(C3)C1)C2	-3	nt	2%	-7	-4%	18%	-12%	-14%	0%	0%	-2%
CCOc1ccccc1OCC(=O)Nc1ccccc1C(=O)NC1CC1	nt	-37	4%	-19	-20%	nt	nt	4%	9%	16%	9%
Cc1ccccc1C(=O)Nc1nnc(CC(=O)N/N=C/c2ccco2)s1	0	27	-1%	1	2%	-1%	-1%	2%	8%	3%	2%
Cc1ccnc(NC(=O)CCC(=O)N(CC(=O)NCc2ccc(F)cc2)Cc2ccco2)c1	-2	-8	-5%	2	-3%	31%	-16%	3%	0%	2%	1%
CC(=O)Nc1ccc2c(CN3C(=O)NC(C)(c4ccc(C)cc4)C3=O)cc(=O)oc2c1 (stereo not given)	3	-3	0%	-4	3%	13%	10%	nt	4%	-6%	-3%
COc1ccc(-c2ccc3nnc(SCC(=O)N4CCCC4)n3n2)cc1	nt	3	0%	17	-3%	nt	nt	?	-3%	3%	-6%
COc1ccc(C2CC(=O)N3CN(c4ccc(C)c(Cl)c4)CSC3=C2C#N)cc1 (stereo not given)	-36*	-5	-2%	-8	4%	-19%	13%	-22%	-27%	?	3%
c1ccc(C(c2nnnn2C2CCCCC2)N2CCc3ccccc3C2)nc1 (stereo not given)	-32*	9	9%	18	3%	-6%[10 µM]	1%	-5%	-6%	-1%	-6%
O=C1NC2(CCN(Cc3ccccc3)CC2)Oc2ccccc21	6	7	1%	23	-8%	8%	-11%	4%	-4%	0%	-4%
Cc1cc(C)cc(N(C(=O)c2csnn2)C(C(=O)NC(C)(C)C)c2cccs2)c1 (stereo not given)	3	-13	1%	-4	-4%	-24%	0%	-2%	4%	5%	2%
Cc1ccccc1OCCC(=O)OCC(=O)NNC(=O)c1cccs1	nt	14	2%	-8	2%	nt	nt	10%	-8%	-15%	0%
O=C(N/N=C1/CCSC1)c1cccc([N+](=O)[O-])c1	11	18	0%	9	-1%	?	20µM*	-2%	-1%	0%	1%
Cc1cc(C)cc(OCC(=O)NNC(=O)CCC(=O)NCc2ccccc2)c1	-1	-2	1%	-2	0%	18%	16%	0%	0%	?	1%
CCOC(=O)c1sc(=NC(=O)c2ccc(Br)cc2)n(C)c1C	nt	0	2%	7	3%	-15%	2%	5%	-3%	-1%	0%
CC(=O)c1c(Nc2ccccc2)sc(C(=O)c2ccccc2)c1C	14	-8	-5%	-14	-4%	?	-3%	-1%	12%	-3%	1%
O=C(N/N=C/c1ccc([N+](=O)[O-])s1)c1ccncc1	1	nt	-4%	?	6%	4.5µM*	4.5µM*	4%	0%	4%	-5%
CCOC(=O)c1sc(NC(=O)CSc2nnnn2-c2ccccc2)nc1C	-2	-6	-3%	-9	3%	-37%	4%	5%	1%	3%	2%
CC(C)n1cc(/C=C2/NC(=O)N(c3cccc(Cl)c3)C2=O)c2ccccc21	-1	3	-19%	4	-1%	?	-7%	-6%	-1%	4%	-3%
CN(CCCNS(=O)(=O)c1cccc2cccnc12)Cc1ccccc1	2	-3	3%	2	1%	4%	4%	10%	-5%	-1%	-5%
CCOC(=O)c1c(NC(=O)Cn2nc(C(F)F)cc2C(F)F)sc(C)c1C	-10	13	3%	12	-2%	?	-9%	-2%	-11%	5%	-2%

Some of these compounds in order of their number in uPA generation, high to low:
molecule | uPA generation
CN(CCCNS(=O)(=O)c1cccc2cccnc12)Cc1ccccc1 | 10%
O=C(N/N=C/c1ccc([N+](=O)[O-])s1)c1ccncc1 | 4%
CC(=O)c1c(Nc2ccccc2)sc(C(=O)c2ccccc2)c1C | -1%
CCOC(=O)c1c(NC(=O)Cn2nc(C(F)F)cc2C(F)F)sc(C)c1C | -2%
CC(C)n1cc(/C=C2/NC(=O)N(c3cccc(Cl)c3)C2=O)c2ccccc21 | -6%

3 records picked at random from those above:
SMILES	Coupling enz	KCNH2 3.1 block	NPC1 promoter act	Giardia killer	ELG1 genotox	RORg inh	Gal4-VP16 FLuc	uPA generation	Tb PFK inh	FLuc modulator	Rab9 promoter act
CN(CCCNS(=O)(=O)c1cccc2cccnc12)Cc1ccccc1	2	-3	3%	2	1%	4%	4%	10%	-5%	-1%	-5%
c1ccc(C(c2nnnn2C2CCCCC2)N2CCc3ccccc3C2)nc1 (stereo not given)	-32*	9	9%	18	3%	-6%[10 µM]	1%	-5%	-6%	-1%	-6%
CN(CC(=O)Nc1ccc(Cl)c(Cl)c1)C(=O)C12CC3CC(CC(C3)C1)C2	-3	nt	2%	-7	-4%	18%	-12%	-14%	0%	0%	-2%
